PAFAH1B2 FP inh: inhibitors of human PAFAH1B2; inhibition, % at 3.39 µM; hit rate 1.2% among 340,000; recombinant PAFAH1B2, FP-rhodamine activity probe, fluorescence polarization; P68402;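 active = inhibition above the mean of all tested compounds plus 3 SD, cut at about 24% in these data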;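 also: 0% = enzyme with DMSO and 100% = wells lacking PAFAH1B2; many of its hits are not listed in these tables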
Target sequence (P68402 whole entry, looked up): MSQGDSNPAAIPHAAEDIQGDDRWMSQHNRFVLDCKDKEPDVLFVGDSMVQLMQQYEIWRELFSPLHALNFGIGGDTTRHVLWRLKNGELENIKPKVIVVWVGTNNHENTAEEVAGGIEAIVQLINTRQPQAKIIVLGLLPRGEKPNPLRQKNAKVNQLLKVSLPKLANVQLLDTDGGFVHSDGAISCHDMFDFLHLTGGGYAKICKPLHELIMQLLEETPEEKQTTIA
PAFAH1B3 FP inh: blocks human PAF acetylhydrolase 1B catalytic subunit 3; Q15102; recombinant PAFAH1B3, FP-rhodamine probe, fluorescence polarization; inhibition, % at 3.39 µM; hit rate 0.28% among 340,000; AID 492972;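 active = inhibition above the screen-wide average of all tested compounds plus 3 SD, cut at about 25% in these data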;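 also: 0% = enzyme with DMSO only and 100% = wells lacking PAFAH1B3 protein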
Target sequence (Q15102 whole entry, looked up): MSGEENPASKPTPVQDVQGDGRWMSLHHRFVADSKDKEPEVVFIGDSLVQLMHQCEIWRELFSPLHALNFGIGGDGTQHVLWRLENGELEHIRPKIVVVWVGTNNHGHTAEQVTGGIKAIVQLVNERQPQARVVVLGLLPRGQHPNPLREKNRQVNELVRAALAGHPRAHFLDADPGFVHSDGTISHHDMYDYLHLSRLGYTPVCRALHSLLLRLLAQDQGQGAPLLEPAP
PAFAH2 inh: inhibitors of human PAFAH2 | recombinant PAFAH2, FP-rhodamine activity probe, fluorescence polarization | Q99487 | inhibition, % at 3.39 µM | hit rate 0.99% among 340,000;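 active = inhibition above the mean over all tested compounds plus 3 SD, cut at about 30% in these data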;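 also: inhibitors block probe labeling of enzyme so polarization drops; 0% = enzyme with DMSO and 100% = wells lacking PAFAH2 protein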
Active calls of the source: *.

What do the screens show for `CCOc1ccc2[nH]cc(-c3csc(N)n3)c2c1`?
PAFAH1B2 FP inh: -1; PAFAH1B3 FP inh: 7; PAFAH2 inh: 2

What do the screens show for `COc1cccc(OC)c1C(=O)NNS(=O)(=O)c1ccc2ccccc2c1`?
PAFAH1B2 FP inh: 4; PAFAH1B3 FP inh: -2; PAFAH2 inh: -1

How did Cc1c2ccncc2cc2c1[nH]c1ccccc12 do in these assays?
PAFAH1B2 FP inh: 5; PAFAH1B3 FP inh: 6; PAFAH2 inh: 2

How did Cc1cc(C)cc(NC(=O)c2cccnc2)c1 do in these assays?
PAFAH1B2 FP inh: -6; PAFAH1B3 FP inh: -4; PAFAH2 inh: 3

What do the screens show for `CN(C)CCN=Cc1c(O)n(-c2ccc(S(=O)(=O)N3CCOCC3)cc2)c(=O)c2ccccc12`?
PAFAH1B2 FP inh: -1; PAFAH1B3 FP inh: 2; PAFAH2 inh: 4

How did COc1ccc(C(=O)N2CCc3cc(OC)c(OC)cc3C2c2ccc(OC)c(OC)c2)cc1OC (stereo not drawn) do in these assays?
PAFAH1B2 FP inh: 0; PAFAH1B3 FP inh: 3; PAFAH2 inh: -10

What do the screens show for `CCN(C(=O)COC(=O)c1ccccc1Cc1ccccc1)c1c(N)n(Cc2ccccc2)c(=O)[nH]c1=O`?
PAFAH1B2 FP inh: 8; PAFAH1B3 FP inh: 8; PAFAH2 inh: 1

Results for CC1CC=C(O)C12OCC(C)(C)CO2 (stereo not drawn) ?
PAFAH1B2 FP inh: -2; PAFAH1B3 FP inh: -6; PAFAH2 inh: -6

Results for COc1ccc(CCc2nnc(NS(C)(=O)=O)s2)cc1 ?
PAFAH1B2 FP inh: 17; PAFAH1B3 FP inh: -1; PAFAH2 inh: 7

How did COC(=O)c1cc(S(=O)(=O)N2CCOCC2)c(N2CCOCC2)cc1N1CCOCC1 do in these assays?
PAFAH1B2 FP inh: -1; PAFAH1B3 FP inh: -1; PAFAH2 inh: 9

What do the screens show for `CCCCC(=O)N1CCN(c2nc(-c3ccc(F)cc3)cs2)CC1`?
PAFAH1B2 FP inh: -7; PAFAH1B3 FP inh: 11; PAFAH2 inh: 2

How did CC(C)n1nnnc1C(c1ccc(F)cc1)N1CCN(C2CCCC2)CC1 (stereo not drawn) do in these assays?
PAFAH1B2 FP inh: 0; PAFAH1B3 FP inh: 9; PAFAH2 inh: -1

Results for OC1CCN(Cc2ccc3ccccc3c2)CC1 ?
PAFAH1B2 FP inh: 3; PAFAH1B3 FP inh: 2; PAFAH2 inh: 6

What do the screens show for `N#C/C(=C\C1=C(N2CCOCC2)C(=C\c2ccccc2)/CC1)C(=O)Nc1ccccc1F`?
PAFAH1B2 FP inh: -19; PAFAH1B3 FP inh: -40; PAFAH2 inh: -37

Results for O=C(NNC(=S)Nc1ccc(Br)cc1)c1ccccc1Br ?
PAFAH1B2 FP inh: 14; PAFAH1B3 FP inh: 8; PAFAH2 inh: 2

What do the screens show for `COc1cc2[nH]c(=S)nc(NCc3ccccn3)c2cc1OC`?
PAFAH1B2 FP inh: 2; PAFAH1B3 FP inh: 0; PAFAH2 inh: 6

What do the screens show for `CSCCC(NC(=O)c1ccccc1)C(=O)N/N=C(\C)Cc1ccccc1` (stereo not drawn)?
PAFAH1B2 FP inh: 2; PAFAH1B3 FP inh: 3; PAFAH2 inh: -2

Results for CC(C)Cn1c(N)c(S(=O)(=O)c2cccs2)c2nc3ccccc3nc21 ?
PAFAH1B2 FP inh: 2; PAFAH1B3 FP inh: 4; PAFAH2 inh: -3

What do the screens show for `CCCN1CCC(=O)N(CCSc2ccc(C)cc2)CC1`?
PAFAH1B2 FP inh: -3; PAFAH1B3 FP inh: 5; PAFAH2 inh: 19

Results for O=C(c1cc2cc(Cl)ccc2o1)N1CCCCCC1 ?
PAFAH1B2 FP inh: 1; PAFAH1B3 FP inh: -5; PAFAH2 inh: 8

Results for NC(=S)NN=Cc1nccc2ccccc12 ?
PAFAH1B2 FP inh: 1; PAFAH1B3 FP inh: 7; PAFAH2 inh: 3

How did CC12CCC(=O)C=C1CCC1C2C(O)CC2(C)C1CCC21OCC1=O (stereo not drawn) do in these assays?
PAFAH1B2 FP inh: 5; PAFAH1B3 FP inh: 0; PAFAH2 inh: 8

How did COc1cccc(CC(=O)N2CCC(n3nccc3NC(=O)C3CC3)CC2)c1 do in these assays?
PAFAH1B2 FP inh: 0; PAFAH1B3 FP inh: 11; PAFAH2 inh: 13

How did Cc1ccccc1Nc1nc(N)nc(COC(=O)CCC(=O)c2ccc(F)cc2)n1 do in these assays?
PAFAH1B2 FP inh: -3; PAFAH1B3 FP inh: -5; PAFAH2 inh: -2

How did COc1ccc(CCC(=O)Nc2ccc(C(=O)c3ccncc3)cc2)cc1 do in these assays?
PAFAH1B2 FP inh: 0; PAFAH1B3 FP inh: 7; PAFAH2 inh: 2

Results for CCCCC(=O)NC(c1cccc([N+](=O)[O-])c1)c1ccc2cccnc2c1O (stereo not drawn) ?
PAFAH1B2 FP inh: 1; PAFAH1B3 FP inh: 7; PAFAH2 inh: 1

Results for C/C=C(/CCC1NCCc2c1[nH]c1ccccc21)[Si](C)(C)C (stereo not drawn) ?
PAFAH1B2 FP inh: 0; PAFAH1B3 FP inh: -3; PAFAH2 inh: -10

What do the screens show for `Cn1c(N)c(N=O)c(=O)n(C)c1=S`?
PAFAH1B2 FP inh: 1; PAFAH1B3 FP inh: 3; PAFAH2 inh: 3

Results for CCN1CCN(c2ncc(C(=O)Nc3cc(Cl)c(OC)cc3OC)c3ccccc23)CC1 ?
PAFAH1B2 FP inh: 2; PAFAH1B3 FP inh: -4; PAFAH2 inh: 7

What do the screens show for `O=C1NC(=O)C(c2ccc(Cl)cc2Cl)N1` (stereo not drawn)?
PAFAH1B2 FP inh: 0; PAFAH1B3 FP inh: 11; PAFAH2 inh: -27

How did COc1ccc(C(CNC(=O)c2cccc(S(=O)(=O)Nc3ccc(F)cc3)c2)N2CCOCC2)cc1 (stereo not drawn) do in these assays?
PAFAH1B2 FP inh: 1; PAFAH1B3 FP inh: -1; PAFAH2 inh: -1

What do the screens show for `Cc1ccc(N(Cc2ccccc2)C(=O)c2cccc(F)c2)cc1`?
PAFAH1B2 FP inh: 7; PAFAH1B3 FP inh: 19; PAFAH2 inh: 1

Results for O=C(NC1CCCCC1)c1cc2nc(-c3ccco3)cc(C(F)(F)F)n2n1 ?
PAFAH1B2 FP inh: 0; PAFAH1B3 FP inh: 6; PAFAH2 inh: 1

What do the screens show for `O=C(CSc1ccc(Br)cc1)NCC1(N2CCCCC2)CCCCC1`?
PAFAH1B2 FP inh: 17; PAFAH1B3 FP inh: 5; PAFAH2 inh: 2

What do the screens show for `CC(NCC(=O)NC(=O)NCCC1=CCCCC1)c1ccc(S(N)(=O)=O)cc1` (stereo not drawn)?
PAFAH1B2 FP inh: 0; PAFAH1B3 FP inh: 0; PAFAH2 inh: -1

Results for CN1N=C(N)c2cn(C3OC(COP(=O)(O)O)C(O)C3O)c3ncnc1c23 (stereo not drawn) ?
PAFAH1B2 FP inh: 1; PAFAH1B3 FP inh: 6; PAFAH2 inh: 1

What do the screens show for `O=C(O)C1(Nc2ccccc2)CCCC1`?
PAFAH1B2 FP inh: 3; PAFAH1B3 FP inh: 4; PAFAH2 inh: 5

How did CSCCC(NC(=O)c1ccc(Cl)cc1Cl)C(=O)NCC(c1cccs1)N(C)C (stereo not drawn) do in these assays?
PAFAH1B2 FP inh: 1; PAFAH1B3 FP inh: 4; PAFAH2 inh: 4

What do the screens show for `O=c1cc(Cn2ccnc2)c2cc(O)ccc2o1`?
PAFAH1B2 FP inh: 3; PAFAH1B3 FP inh: 7; PAFAH2 inh: -1

What do the screens show for `O=C(OCCOc1ccc(Cl)cc1)c1cc(S(=O)(=O)N2CCCCC2)ccc1N1CCOCC1`?
PAFAH1B2 FP inh: 9; PAFAH1B3 FP inh: 2; PAFAH2 inh: -4

Not a retest: two of the compounds above.
Results for NC(=S)NN=Cc1nccc2ccccc12 ?
PAFAH1B2 FP inh: 1; PAFAH1B3 FP inh: 7; PAFAH2 inh: 3

How did CC12CCC(=O)C=C1CCC1C2C(O)CC2(C)C1CCC21OCC1=O (stereo not drawn) do in these assays?
PAFAH1B2 FP inh: 5; PAFAH1B3 FP inh: 0; PAFAH2 inh: 8

More results
How did O=C(CN1C(=O)S/C(=C\c2ccccn2)C1=O)Nc1ccccc1 do in these assays?
PAFAH1B2 FP inh: -5; PAFAH1B3 FP inh: -2; PAFAH2 inh: 4

What do the screens show for `COC1=CC(=O)c2c(ccc3ncnc(N)c23)C1=O`?
PAFAH1B2 FP inh: 22; PAFAH1B3 FP inh: 69*; PAFAH2 inh: 48*

What do the screens show for `COc1cc(OC)cc(C(=O)N[C@H](C(=O)Nc2nc3ccccc3[nH]2)C(C)C)c1`?
PAFAH1B2 FP inh: 7; PAFAH1B3 FP inh: -4; PAFAH2 inh: 1

Results for CCOC(=O)c1ccc(N2C(=O)CC(N3CCN(C/C=C/c4ccccc4)CC3)C2=O)cc1 (stereo not drawn) ?
PAFAH1B2 FP inh: 1; PAFAH1B3 FP inh: 5; PAFAH2 inh: 5

How did Oc1ccc(/C=N/n2c(-c3ccccc3)n[nH]c2=S)cc1Br do in these assays?
PAFAH1B2 FP inh: 8; PAFAH1B3 FP inh: 11; PAFAH2 inh: -5

Results for CC1=NC(C)(C)CC2CCC(O)C12 (stereo not drawn) ?
PAFAH1B2 FP inh: 5; PAFAH1B3 FP inh: 8; PAFAH2 inh: -6

How did COc1ccc(CCNC(=O)CCOc2cc(C)ccc2C)cc1OC do in these assays?
PAFAH1B2 FP inh: 1; PAFAH1B3 FP inh: -1; PAFAH2 inh: 9

How did O=C(Cc1ccc([N+](=O)[O-])cc1)c1ccccc1 do in these assays?
PAFAH1B2 FP inh: 3; PAFAH1B3 FP inh: 8; PAFAH2 inh: 3

What do the screens show for `O=C1c2cc([N+](=O)[O-])ccc2-c2cc(Cl)c(NC(=O)C(F)(F)F)cc21`?
PAFAH1B2 FP inh: 3; PAFAH1B3 FP inh: 12; PAFAH2 inh: 8

What do the screens show for `COc1cc(/C=N/NC(=O)c2ccc3c(c2)OCO3)ccc1O`?
PAFAH1B2 FP inh: -1; PAFAH1B3 FP inh: -1; PAFAH2 inh: -3

What do the screens show for `CC(=O)Nc1ccc(NC(=O)COC(=O)C2c3ccccc3Oc3ccccc32)cc1`?
PAFAH1B2 FP inh: -1; PAFAH1B3 FP inh: -1; PAFAH2 inh: -2

How did Cn1nc([N+](=O)[O-])nc1S(C)(=O)=O do in these assays?
PAFAH1B2 FP inh: 0; PAFAH1B3 FP inh: 4; PAFAH2 inh: 7

Results for NC1=NC(c2ccccc2)CC(=O)N1 (stereo not drawn) ?
PAFAH1B2 FP inh: 4; PAFAH1B3 FP inh: 9; PAFAH2 inh: -7

What do the screens show for `Nc1ccccc1-c1ccn[nH]1`?
PAFAH1B2 FP inh: 2; PAFAH1B3 FP inh: 7; PAFAH2 inh: 3

How did CCN1CCN(c2cc(SC(C)C)nc(-c3ccc(OC)cc3)n2)CC1 do in these assays?
PAFAH1B2 FP inh: 0; PAFAH1B3 FP inh: 3; PAFAH2 inh: 1

Results for O=C(NCc1ccc(Cl)cc1)c1nccnc1CO ?
PAFAH1B2 FP inh: 7; PAFAH1B3 FP inh: 7; PAFAH2 inh: -1

What do the screens show for `CN(N=O)c1ccc(CC2CCc3ccccc32)cc1` (stereo not drawn)?
PAFAH1B2 FP inh: 1; PAFAH1B3 FP inh: 3; PAFAH2 inh: 1

Results for O=C(Nc1cccc([N+](=O)[O-])c1)C1C2CCCCC21 (stereo not drawn) ?
PAFAH1B2 FP inh: -2; PAFAH1B3 FP inh: 9; PAFAH2 inh: -5

Results for COc1ccccc1NS(=O)(=O)c1ccc(C)c(NS(=O)(=O)c2cc(NC(C)=O)ccc2OC)c1 ?
PAFAH1B2 FP inh: 6; PAFAH1B3 FP inh: 2; PAFAH2 inh: 2

What do the screens show for `C/C(=N/NC(=O)c1ccc(-c2ccccc2)cc1)c1cc(O)cc(O)c1`?
PAFAH1B2 FP inh: -2; PAFAH1B3 FP inh: -8; PAFAH2 inh: -8

Results for Cc1cccc(N(C(=O)c2ccco2)C(C(=O)NC2CCCC2)c2ccco2)c1C (stereo not drawn) ?
PAFAH1B2 FP inh: -4; PAFAH1B3 FP inh: 6; PAFAH2 inh: 6

How did Cc1nn(-c2ccccc2)c2c1CC(=O)Nc1ccccc1-2 do in these assays?
PAFAH1B2 FP inh: 31*; PAFAH1B3 FP inh: 15; PAFAH2 inh: -4

How did COCCNC(=O)Cn1nc(-c2ccc(C)cc2)ccc1=O do in these assays?
PAFAH1B2 FP inh: 3; PAFAH1B3 FP inh: 9; PAFAH2 inh: 4

How did CCn1c(=S)[nH]c2c(=O)n(C)c(=O)n(C)c21 do in these assays?
PAFAH1B2 FP inh: 4; PAFAH1B3 FP inh: 4; PAFAH2 inh: 8

4 structures already listed, arranged by SMILES length, low to high.
What do the screens show for `CCOc1ccc2[nH]cc(-c3csc(N)n3)c2c1`?
PAFAH1B2 FP inh: -1; PAFAH1B3 FP inh: 7; PAFAH2 inh: 2

What do the screens show for `COc1cc(/C=N/NC(=O)c2ccc3c(c2)OCO3)ccc1O`?
PAFAH1B2 FP inh: -1; PAFAH1B3 FP inh: -1; PAFAH2 inh: -3

What do the screens show for `CSCCC(NC(=O)c1ccccc1)C(=O)N/N=C(\C)Cc1ccccc1` (stereo not drawn)?
PAFAH1B2 FP inh: 2; PAFAH1B3 FP inh: 3; PAFAH2 inh: -2

What do the screens show for `O=C(OCCOc1ccc(Cl)cc1)c1cc(S(=O)(=O)N2CCCCC2)ccc1N1CCOCC1`?
PAFAH1B2 FP inh: 9; PAFAH1B3 FP inh: 2; PAFAH2 inh: -4

Screening data from PubChem BioAssay.

An excerpt. The share of hits here may be higher or lower than overall.
